MITF TRPM1 HTS – MITF TRPM1 promoter activation in melanoma cells; SK-MEL-5 TRPM1-promoter luciferase, 24 h; % of positive control, neutral wells = 0; activation, % at 12.5 µM; 300,000 compounds, 0.75% hits;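 active means mean activation of at least 80% with every replicate also reaching 80%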;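 further: 0% = neutral control wells and 100% = parthenolide positive control wells; values of inactives mirror those of a sister screen read the other way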
Tat export inh – inhibitors of E. coli Tat protein transport. E. coli MC4100 TorA-mCherry Tat export, fluorescence. inhibition, % at 10 µM. 340,000 compounds, 0.036% hits;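 active means mean replicate inhibition at least 50% and at least half of replicates individually reaching 50%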;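 further: exported cargo escapes ClpAP degradation while cytoplasmic cargo is degraded and loses fluorescence; 0% = median of neutral control wells and 100% = median of NaSCN control wells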
SR-BI uptake up – enhances SR-BI lipid uptake from DiI-HDL. AID 504775. 320,000 compounds, 0.096% hits. activation, % at 12.5 µM. CHO ldlA[mSR-BI] cells, DiI-HDL uptake fluorescence, 3 h; 100 = double the neutral-control signal;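 active means mean replicate activation of at least 60% and every replicate at or above 60%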;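 further: 0% = median plate neutral-control signal and 100% = twice that signal; values of inactives mirror those of a sister screen read the other way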
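material = CHO ldlA[mSR-BI] cells | medium = Ham's F12 with 0.5% BSA, HEPES 25 mM, pH 7.4 | reagent = fluorescent DiI-HDL, 10 µg/mL final | compound dosing = single-point compound dose | incubation = 3 h, 37 °C | measured by = bottom-read fluorescence, 550/595 nm | measure = HDL uptake via cellular fluorescence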
AddAB inh – less growth of phage-infected E. coli with AddAB | E. coli expressing H. pylori AddAB, absorbance growth | inhibition, % at 11.9 µM | 330,000 compounds, 0.29% hits; in the data active means inhibition above about 12%;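 further: 0% = vehicle wells of infected cells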
SR-BI HDL uptake – blocks mouse SR-BI lipid uptake from DiI-HDL; Q61009; ldlA[mSR-BI] CHO cells, DiI-HDL uptake fluorescence, 3 h; inhibition, % at 12.5 µM; 320,000 compounds, 0.96% hits; AID 488896;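 active means mean replicate inhibition of at least 70% and a set share of replicates each scoring 70 or more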;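 further: 0% = median of neutral control wells and 100% = median of positive control wells; values of inactives mirror those of a sister screen read the other way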
Target sequence (Q61009 whole entry, looked up): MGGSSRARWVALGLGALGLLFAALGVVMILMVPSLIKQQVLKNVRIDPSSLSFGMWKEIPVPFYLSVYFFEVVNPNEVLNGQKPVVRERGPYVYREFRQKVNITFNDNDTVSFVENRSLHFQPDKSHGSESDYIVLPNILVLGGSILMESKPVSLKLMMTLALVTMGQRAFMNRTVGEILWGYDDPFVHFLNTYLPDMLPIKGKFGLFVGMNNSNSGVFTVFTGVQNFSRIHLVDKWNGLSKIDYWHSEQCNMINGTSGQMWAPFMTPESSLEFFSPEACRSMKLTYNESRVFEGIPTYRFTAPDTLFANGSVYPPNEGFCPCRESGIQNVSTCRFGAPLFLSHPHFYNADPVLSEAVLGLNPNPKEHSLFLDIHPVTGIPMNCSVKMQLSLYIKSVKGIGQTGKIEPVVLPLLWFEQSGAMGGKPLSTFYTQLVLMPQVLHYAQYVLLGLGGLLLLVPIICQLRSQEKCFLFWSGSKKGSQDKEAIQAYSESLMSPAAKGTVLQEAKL
CAL PDZ FP-1 – human CAL PDZ-peptide interaction inhibition. purified CAL PDZ, TMR-peptide fluorescence polarization, 1 h. inhibition, % at 20 µM. 330,000 compounds, 0.02% hits. AID 504414;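 active means highest replicate inhibition of at least 40%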;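 further: plate controls were DMSO neutral control wells for no effect and unlabeled competitor peptide control wells for full effect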
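material = purified tagged CAL PDZ domain construct (CerCALP) | compound dosing = 20 µM, one dose | times = 1 h at RT | measured by = fluorescence polarization from S- and P-plane intensities, G-factor corrected | read-out = inhibition from polarization loss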
Wnt act – activators of Wnt/beta-catenin signaling | Wnt/beta-catenin reporter cell assay, activator, plate reader | activation, % at 9.35 µM | 300,000 compounds, 1.2% hits; in the data active means activation above about 30%, passing the limit was not always enough;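 further: 0% = neutral control wells and 100% = positive control wells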
phage Ecoli inh – E. coli growth loss with phage present; growth absorbance; inhibition, % at 11.9 µM; 360,000 compounds, 0.26% hits; AID 651602; in the data active means inhibition above about 11%
Ecoli viability – reduces bacterial viability in AddAB counter-screen | 330,000 compounds, 0.27% hits | inhibition, % at 11.9 µM | E. coli V3065 growth, OD600 absorbance, 18 h;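 active means inhibition above the campaign's mean inhibition across all tested compounds plus 3 SD, cut at about 9.9% in these data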;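 further: uninfected addAB+ strain grown without phage in ampicillin broth; 0% = DMSO wells and 100% = ciprofloxacin 0.95 µg/ml wells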
CAL PDZ FP-2 – CAL PDZ (human) peptide binding inhibition. purified CAL PDZ, TMR-peptide fluorescence polarization, 1 h. inhibition, % at 24.9 µM. 300,000 compounds, 0.92% hits. Q9HD26. AID 602252;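 active means mean inhibition of at least 30% with at least half of replicates also reaching 30%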;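 further: 0% = DMSO neutral control and 100% = excess unlabeled competitor peptide PRC23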
Starred values were filed as active, the others as inactive; x = not tested or not shown.

SMILES	MITF TRPM1 HTS	Tat export inh	SR-BI uptake up	AddAB inh	SR-BI HDL uptake	CAL PDZ FP-1	Wnt act	phage Ecoli inh	Ecoli viability	CAL PDZ FP-2
COc1ccc(C2C(C#N)=C(N)OC3=C2C(=O)CC(C)(C)C3)cc1OC (centres undefined)	-3	3	19	0.2	-19	0.5	-2	5.0	-4.0	-6
COc1ccccc1CNC(=O)Cn1cc([N+](=O)[O-])ccc1=O	3	5	x	2.9	-75	-3.0	-3	2.3	0.3	-1
Cc1ccc(S(=O)(=O)N2[C@@H](c3ccc(Cl)cc3)C(C(=O)O)=CC[C@H]2c2cccc(Cl)c2)cc1	10	9	12	7.2	-12	-2.2	9	-0.2	0.9	-3
Cc1ccc(-c2csc3nnc(SCC(=O)Nc4nsc(-c5ccccc5)n4)n23)cc1	7	-4	28	-1.0	-28	-2.9	x	-0.4	-2.2	x
Cc1cccc(Nc2ncccc2C(=O)NCc2cccs2)c1C	x	3	-10	1.0	10	-0.6	-1	2.6	1.2	-2
c1ccc2c(Oc3ccc4c(c3)OCO4)nncc2c1	25	2	11	2.4	-11	x	20	3.7	4.2	-4
Cc1cc(C)nc(NC(=O)CN2C(=O)c3ccccc3C2=O)n1	x	21	30	-0.2	-30	-4.3	x	2.8	-0.5	-4
COc1ccc(Nc2nc(-c3ccncc3)nc3ccccc23)cc1	25	-1	-80	-0.9	80*	0.3	-13	1.2	0.2	-2
CC1Cc2ccccc2N1C(=O)CSc1nnc(CSc2ncccn2)n1C (centres undefined)	-7	1	15	-0.4	-15	x	x	2.4	-1.7	0
O=C(CCN1C(=O)C2CC=C(Cl)CC2C1=O)N1CCCCC1 (centres undefined)	-5	-1	15	0.7	-15	0.5	x	4.0	-1.6	-3
CC(=O)N[C@H]1[C@H](OC2CCCCC2)O[C@H](COC(C)=O)[C@@H](OC(C)=O)[C@@H]1OC(C)=O	2	0	26	0.7	-26	-0.7	-2	0.8	2.2	-6
CN(C)S(=O)(=O)c1ccc(C(=O)Nc2nnc(-c3ccc4c(c3)CCCC4)o2)cc1	-15	-8	18	2.6	-18	1.8	-7	-2.9	-5.8	x
CC(C)(CCC(=S)N1CCOCC1)C1CCCCC1	32	16	-5	5.1	5	-1.1	0	1.2	1.9	-5
Cc1ccc(NC(=O)/C=C2\NC(=O)CS2)cc1	67	-4	x	-0.3	x	-2.1	11	1.6	0.8	x
Cn1c2ccc(F)cc2c2ncn(CCN3CCOCC3)c(=O)c21	x	2	32	-0.6	-32	-0.4	-2	0.9	0.1	-3
CCc1nc2ccccc2c(C(=O)OCC(=O)NC2CC2)c1C	-6	2	-50	-1.7	50	-0.7	-2	0.1	-1.7	x
Cc1c(C(=O)NCC2CCCO2)oc2ccc(S(=O)(=O)N3CCCCC3)cc12 (centres undefined)	3	-2	4	1.1	-4	-0.3	-2	2.4	-0.3	x
CCOC(=O)C1=C(O)/C(=C/c2cc(OC)c(O)c(OC)c2)SC1=Nc1ccc(OC)cc1	11	2	-86	x	86*	-0.5	-14	2.3	x	1
CC(=NNC(=S)SCc1ccccc1)c1ccccn1	-42	-3	-7	x	7	-1.2	10	3.0	x	-1
COC(=O)[C@@]1(Cc2ccc(F)cc2)[C@H]2c3cc(C(=O)N(C)C)n(CCc4ccc(OC)c(Br)c4)c3C[C@H]2CN1C(=O)c1ccccc1	12	16	5	0.2	-5	-1.0	-8	-1.7	-1.9	2
COC(=O)c1sc(S(=O)(=O)NCc2cccs2)c(C(=O)OC)c1C	-7	-2	-20	0.3	20	-1.9	-3	-1.0	-2.3	-1
COc1ccccc1NC1=C(NC(C)=O)C(=O)c2ccccc2C1=O	-55	-7	23	x	-23	-0.9	0	0.9	x	-7
COc1ccc(Cl)cc1NC(=O)CN(C)C(=O)CCSc1ccc(C)cc1	x	-1	-19	0.2	19	-1.0	-2	0.7	-1.3	-7
O=C(Nc1cc(=O)[nH]c2ncnn12)c1ccccc1Cl	-3	-4	0	2.7	0	-1.0	-1	-0.1	0.7	-27
CCCNc1c(NS(=O)(=O)c2ccc(C3CCCCC3)cc2)c(=O)oc2ccccc12	7	-3	13	3.5	-13	0.0	x	x	2.0	3
Cc1ccc(NC(=O)c2cc(C(=O)Nc3ccc(C)cc3)n(C)n2)cc1	x	-4	-12	3.3	12	-1.0	1	3.0	-0.2	-3
COc1ccc(-n2cc(C#N)c(=O)n(Cc3ccc(F)cc3)c2=O)cc1	-16	1	24	0.9	-24	x	0	5.0	0.9	-5
CC(NS(=O)(=O)c1ccc([N+](=O)[O-])cc1)C(c1cccs1)N1CCOCC1 (centres undefined)	-28	-5	31	1.5	-31	-0.3	0	2.5	-1.8	3
O=CNCC(=O)NC1CCCCCC1	3	-3	3	1.1	-3	-1.6	1	0.5	-0.8	-1
CCN(CC)CC(=O)N1CCCC(C(=O)c2ccccc2OC)C1 (centres undefined)	7	3	4	0.2	-4	-2.4	1	1.4	-0.1	0
COC(=O)C[C@H]1c2ccc(C(F)(F)F)cc2S(=O)(=O)N1Cc1ccccc1	2	2	1	0.1	-1	-1.1	-2	2.6	-1.5	-2
COc1ccccc1NC(=O)Cn1cnc2c(oc3ccccc32)c1=O	-1	1	-21	0.6	21	-1.9	-1	3.0	1.5	x
OCC[C@@H]1C[C@@H](O)[C@H](O)[C@]2(Cc3ccccc3CCO2)O1	-1	-5	30	6.7	-30	-0.2	-2	0.0	0.3	-1
COc1ccc(NC(C)C(=O)N/N=C/c2ccccc2OCc2ccc(Br)cc2)cc1 (centres undefined)	68	-2	-57	0.9	57	-0.8	x	-0.6	-0.4	-3
COc1cccc(OCCn2cccc2/C=C2/C(=N)N3OC(C)=CC3=NC2=O)c1	-15	3	-8	2.2	8	-2.4	3	3.0	-0.9	2
N#Cc1c(-c2ccccc2)nc(N2CCN(Cc3ccccc3)CC2)[nH]c1=O	-7	-6	-11	-0.9	11	-3.7	0	1.4	-0.2	-6
NS(=O)(=O)c1ccc(CNC(=O)c2cc(-c3ccccc3)nc3ccccc23)cc1	3	-2	x	-0.9	x	-3.6	-3	2.5	1.2	-1
Cn1c(Oc2ccc(F)cc2F)c(C=O)c2ccccc21	-7	-1	1	4.5	-1	-1.2	-1	3.1	2.4	x
COc1cc2[nH]c(=S)n(N(C(C)=O)C(C)=O)c(=O)c2cc1OC	2	-6	24	-1.5	-24	-3.5	x	2.0	-1.4	-3
O=C(Nc1ccc2ncccc2c1)c1ccccc1Cl	2	-5	29	5.2	-29	-3.2	x	3.6	-0.8	-4
O=C(Cn1cc(CNC(=O)C2CCCCC2)nn1)Nc1cc(C(F)(F)F)ccc1Cl	7	5	8	1.1	-8	-0.4	1	0.3	0.1	-2
CC(C)(C)NC(=O)CSc1nnc(Cc2ccc3c(c2)OCO3)n1C1CCCCC1	4	6	-3	0.9	3	0.4	x	2.5	0.2	-1
COc1ccccc1N1CCN(C(=S)Nc2cccc(C)c2)CC1	-12	-2	-44	0.0	44	-2.2	-2	2.6	3.8	-3
CC(C)NCCOCCOc1ccc(Cl)cc1Br	6	6	-3	1.3	3	-3.2	-1	-0.7	1.6	-4
Cc1ccc(C)c(C(=O)OCC(=O)Nc2ccc(N3CCOCC3)cc2)c1	2	-2	-15	0.0	15	-2.3	-1	1.7	-0.9	0
COCCNC(=S)N1CCN(c2nc(-c3ccc(F)cc3)cs2)CC1	-3	-3	-30	0.2	30	x	0	2.1	-0.3	0
O=C(Nc1ccc2nsnc2c1)N1CCCCC1	19	9	19	-2.7	-19	-2.1	10	-0.3	0.2	-4
COc1ccc(Br)cc1CN(C)CC(=O)NCCc1ccc(S(N)(=O)=O)cc1	4	3	-15	-0.3	15	-0.9	-2	2.5	-2.0	x
O=C(/C=C/c1ccccc1)OCC(=O)N1CCCC1	6	-4	13	2.5	-13	0.2	3	-0.3	2.6	-4
O=C(COc1ccc(Cl)cc1Cl)NNC(=S)NCc1ccco1	8	-8	-1	4.2	1	-2.3	6	3.2	-0.6	-1
Cc1cc(-c2ccccc2)c2nncn2n1	x	-6	5	3.7	-5	-1.4	-4	0.8	-2.8	2
COc1ccc(OCc2cc(C(=O)N3CCCCCCC3)no2)c(Cl)c1	28	6	6	2.1	-6	-1.2	14	2.0	-0.6	-3
O=C(COC(=O)c1ccc2c(c1Cl)C(=O)c1ccccc1C2=O)NC1CC1	6	-2	0	0.1	0	-1.5	16	2.8	-8.6	-4
Cc1c(Cl)cccc1NC(=O)CN(C1CCCCC1)S(C)(=O)=O	-1	-6	-4	0.7	4	1.0	-2	0.3	-1.5	-4
COC(=O)c1ccc(NC(=S)N2CCN(Cc3ccccc3Cl)CC2)cc1	0	-5	-21	6.6	21	-3.6	-1	5.2	2.3	0
CCCc1ccc2oc(C(=O)N3CCN(C4CCS(=O)(=O)C4)CC3)c(C)c2c1 (centres undefined)	8	-2	4	5.2	-4	-2.7	1	0.9	-1.1	-5
S=C(NCCCN1CCOCC1)Nc1ccc(Cl)cc1Cl	-5	2	5	3.9	-5	-1.6	-1	0.8	-1.2	-12

4 of the compounds above, as labelled records:
COCCNC(=S)N1CCN(c2nc(-c3ccc(F)cc3)cs2)CC1
  MITF TRPM1 HTS: -3
  Tat export inh: -3
  SR-BI uptake up: -30
  AddAB inh: 0.2
  SR-BI HDL uptake: 30
  CAL PDZ FP-1: x
  Wnt act: 0
  phage Ecoli inh: 2.1
  Ecoli viability: -0.3
  CAL PDZ FP-2: 0

O=C(Nc1ccc2nsnc2c1)N1CCCCC1
  MITF TRPM1 HTS: 19
  Tat export inh: 9
  SR-BI uptake up: 19
  AddAB inh: -2.7
  SR-BI HDL uptake: -19
  CAL PDZ FP-1: -2.1
  Wnt act: 10
  phage Ecoli inh: -0.3
  Ecoli viability: 0.2
  CAL PDZ FP-2: -4

COc1ccc(Br)cc1CN(C)CC(=O)NCCc1ccc(S(N)(=O)=O)cc1
  MITF TRPM1 HTS: 4
  Tat export inh: 3
  SR-BI uptake up: -15
  AddAB inh: -0.3
  SR-BI HDL uptake: 15
  CAL PDZ FP-1: -0.9
  Wnt act: -2
  phage Ecoli inh: 2.5
  Ecoli viability: -2.0
  CAL PDZ FP-2: x

O=C(/C=C/c1ccccc1)OCC(=O)N1CCCC1
  MITF TRPM1 HTS: 6
  Tat export inh: -4
  SR-BI uptake up: 13
  AddAB inh: 2.5
  SR-BI HDL uptake: -13
  CAL PDZ FP-1: 0.2
  Wnt act: 3
  phage Ecoli inh: -0.3
  Ecoli viability: 2.6
  CAL PDZ FP-2: -4

Screening results as filed in PubChem.
